CHRM1 agonist: human M1 muscarinic receptor agonists, primary screen, Fluo-8 calcium fluorescence, CHO-K1 cells, HTS | activation, % at 3 µM | Muscarinic acetylcholine receptor M1 (Homo sapiens), P11229 | CHO-K1 hM1, agonist mode; 0% DMSO, 100% acetylcholine EC100 | AID 588814, 2011 | 360,000 compounds, 0.33% hits;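 active = activation above the run's mean compound activation plus 3 SD, cut at about 16% in these data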;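 also: peak over basal fluorescence ratio within a 140 s kinetic read after compound addition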
M1 PAM: human M1 muscarinic receptor positive allosteric modulators, primary screen, CHO-K1 cells, Fluo-8 calcium fluorescence, 1536-well; Muscarinic acetylcholine receptor M1 (Homo sapiens), P11229; CHO-K1 hM1, ACh EC20; 0% = ACh EC20, 100% = maximal ACh; activation, % at 3 µM; 360,000 compounds, 0.088% hits; AID 588819, 2011; in the data active = activation above about 19%, passing the limit was not always enough
OXTR potentiate: human OXTR potentiators, primary screen, fluorescence, CHO-OTR cells, Fluo-8 calcium. Fluo-8 calcium fluorescence, potentiator mode; 0% = oxytocin EC15, 100% = EC100. activation, % at 3 µM. AID 2445, 2010. 320,000 compounds, 0.061% hits;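 active = activation above that plate's cutoff, the mean activation of tested compounds plus 3 SD, cut at about 6.6% in these data, passing the limit was not always enough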;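 also: 100% uses oxytocin at 75 nM as the full agonist control; some results filed as inactive read as strong as hits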
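Material: CHO-OTR cells, human receptor; compound dosing: single dose, 3.0 µM nominal final compound concentration; schedule: 6 min compound pre-incubation at room temperature, 100 s kinetic read; measured by: kinetic Fluo-8 calcium fluorescence; read-out basis: % activation vs EC15 and EC100 oxytocin; controls: EC15 oxytocin alone as 0%, 75 nM oxytocin as 100%; replicates: singlicate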
CHO parental Ca: ATP-evoked calcium signal inhibitors, parental CHO, primary screen, counter-screen for OX1R antagonist project, cell-based, fluorescence, Fluo-8 calcium dye; inhibition, % at 5.6 µM; 330,000 compounds, 0.63% hits; parental CHO-K1, ATP-induced calcium, Fluo-8 fluorescence;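 active = inhibition above that plate's mean sample inhibition plus 3 SD, cut at about 26% in these data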;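 also: 0% = ATP-challenged DMSO wells and 100% = DMSO wells without ATP; some compounds past the cut are filed as inactive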
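Material: Parental CHO cells | Reagent: ATP | Compound dosing: Single nominal dose of 5.6 µM per compound | Detection: Intracellular calcium via Fluo-8 no-wash fluorescent dye | Read-out: % inhibition of ATP-induced calcium mobilization | Benchmarks: Low control ATP plus DMSO, high control DMSO only | Replicates: Singlicate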
V1R ag counter: agonists of human V1a receptor, primary screen, counter-screen for OXTR agonist project, fluorescence, CHO-V1R cells; Vasopressin V1a receptor (Homo sapiens), P37288; Fluo-8 calcium fluorescence, agonist mode; 0% DMSO, 100% 3 nM vasopressin; activation, % at 3 µM; 320,000 compounds, 0.25% hits;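 active = activation above the mean activation of all tested compounds plus 3 SD, per screening run, cut at about 20% in these data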;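 also: signal is peak over basal fluorescence ratio across a 100 second FLIPR read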
Target sequence (P37288 whole entry, looked up): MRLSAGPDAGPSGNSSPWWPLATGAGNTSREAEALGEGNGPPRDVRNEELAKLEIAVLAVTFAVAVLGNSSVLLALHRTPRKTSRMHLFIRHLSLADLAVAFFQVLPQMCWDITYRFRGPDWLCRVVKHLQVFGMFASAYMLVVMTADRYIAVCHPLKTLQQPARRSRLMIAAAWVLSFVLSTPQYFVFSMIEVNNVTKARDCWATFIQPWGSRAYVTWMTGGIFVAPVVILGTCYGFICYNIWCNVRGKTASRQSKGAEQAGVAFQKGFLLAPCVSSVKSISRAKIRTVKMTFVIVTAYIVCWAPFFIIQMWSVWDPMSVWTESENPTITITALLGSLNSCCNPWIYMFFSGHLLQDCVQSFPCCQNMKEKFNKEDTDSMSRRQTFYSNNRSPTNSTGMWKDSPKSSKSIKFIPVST
TAAR1 antag: human TAAR1 antagonists, primary screen, Fluo-8 calcium fluorescence, CHO RD-HGA16 cells; Trace amine-associated receptor 1 (Homo sapiens), Q96RJ0; antagonist; inhibition, % at 3 µM; 360,000 compounds, 1.5% hits;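 active = inhibition above a per-plate cutoff, the mean inhibition of test compounds on that plate plus 3 SD, cut at about 49% in these data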;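 also: 0% = DMSO plus EC80 beta-PEA response and 100% = DMSO alone without agonist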
Target sequence (Q96RJ0 whole entry, looked up): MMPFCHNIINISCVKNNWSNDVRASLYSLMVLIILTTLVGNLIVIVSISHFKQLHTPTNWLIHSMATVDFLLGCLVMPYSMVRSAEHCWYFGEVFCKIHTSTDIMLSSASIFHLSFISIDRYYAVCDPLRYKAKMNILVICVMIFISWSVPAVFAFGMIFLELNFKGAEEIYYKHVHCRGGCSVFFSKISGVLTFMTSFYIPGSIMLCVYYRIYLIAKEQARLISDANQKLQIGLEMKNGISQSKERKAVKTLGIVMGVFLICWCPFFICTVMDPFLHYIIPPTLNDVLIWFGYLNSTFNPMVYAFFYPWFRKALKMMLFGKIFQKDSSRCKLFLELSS
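Material: CHO RD-HGA16 cells bearing hTAAR1; compound dosing: one-point dosing, 3 µM nominal final; schedule: dye loading 75 min at 37 °C, then 30 min room temperature; measured by: calcium fluorescence with Fluo-8; control set: vehicle and agonist controls; replication: n of 1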
OXTR ag: human OXTR agonists, primary screen, fluorescence, CHO-OTR cells, Fluo-8 calcium. Oxytocin receptor (Homo sapiens), P30559. Fluo-8 calcium fluorescence; normalized: DMSO 0%, oxytocin 100%. activation, % at 3 µM. 320,000 compounds, 0.32% hits;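 active = activation above the mean of all tested compounds plus 3 SD, cutoff set per screening run, cut at about 20% in these data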;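 also: peak over basal fluorescence ratio from a 100 s FLIPR kinetic read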
TAAR1 ag: human TAAR1 agonists, primary screen, Fluo-8 calcium fluorescence, CHO RD-HGA16 cells; AID 624467, 2012; Trace amine-associated receptor 1 (Homo sapiens), Q96RJ0; vehicle wells 0%, saturating PEA agonist 100%; activation, % at 3 µM; 360,000 compounds, 0.99% hits;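 active = activation above the mean activation of all test compounds in the run plus 3 SD, cut at about 38% in these data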
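Test system: RD-HGA16 (CHO) cells co-expressing Gα16 and hTAAR1; dosing: one-point dosing at 3 µM (nominal); timing: 17-24 h seeding, 75 min 37 °C dye, 30 min RT; signal: kinetic Fluo-8 calcium fluorescence; read-out basis: % activation relative to PEA EC100 response; controls: DMSO and PEA EC100; replicates: n 1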
M1 antag: human M1 muscarinic receptor antagonists, primary screen, CHO-K1 cells, Fluo-8 calcium fluorescence, 1536-well; Muscarinic acetylcholine receptor M1 (Homo sapiens), P11229; CHO-K1 hM1, ACh EC80 antagonist; inhibition, % at 3 µM; 360,000 compounds, 1.3% hits;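 active = percent inhibition above its own plate's cutoff, namely the mean of that plate's compound wells plus 3 SD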;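 also: peak over basal fluorescence ratio during 140 s after agonist addition; 0% = ACh EC80 plus DMSO and 100% = DMSO alone without agonist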
* hit, by the source's call; . = not tested or not shown.

SMILES	CHRM1 agonist	M1 PAM	OXTR potentiate	CHO parental Ca	V1R ag counter	TAAR1 antag	OXTR ag	TAAR1 ag	M1 antag
COc1ccc(-c2nnn(CC(=O)N(c3cccc(O)c3)C(C)C(=O)NC3CCCC3)n2)cc1OC (stereo not drawn)	1	-5	-2	-3	-0.1	38	-1.2	10	13
O=C(O)CCC1(C(=O)O)CCC(=O)c2ccccc21 (stereo not drawn)	-1	1	.	.	.	13	.	2	-8
Cc1ccc(S(=O)(=O)N2CCN(C(=O)CSc3nncs3)CC2)cc1	-1	11	-8	15	0.3	-16	0.4	0	-11
O=C(COc1ccc(Br)cc1CO)N1CCCc2ccccc21	-2	5	-6	-8	1.6	-20	0.0	-4	-5
CCOC(=O)N1CCC(NC(=O)c2ccc3c(c2)N=C(C)c2ccccc2S3)CC1	-3	2	-7	-19	3.9	1	2.3	-1	-9
COc1ccc(C=NNC(=O)CCCC(=O)NN=Cc2ccc(OC)c(OC)c2)cc1OC	-2	-8	.	.	.	-14	.	4	5
COCCC(=O)N1CCCC(C(=O)c2ccc3c4c(cccc24)CC3)C1 (stereo not drawn)	-7	3	-11	-25	-0.5	-3	-1.7	-3	-10
CC(=O)c1ccc(Sc2ccc(C(C)=O)cc2)cc1	-8	3	-5	-11	1.4	3	-0.4	-1	-8
CCN(Cc1ccc(NC(C)=O)cc1)CC1CCCN(CCc2cccc(OC)c2)C1 (stereo not drawn)	-9	-17	-3	-15	0.9	3	0.3	-1	18
Cc1ccnc(NC(=O)c2cccc(NC(=O)c3ccc(Cl)c(Cl)c3)c2)c1	-3	0	.	.	.	54*	.	14	-3
CCOC(=O)c1cc(-c2ccc(C)cc2)n(CCC(=O)NCCCOC)c1C	0	8	-9	-21	0.8	5	0.0	0	-15
Nc1ccccc1N1C(=O)c2cccc3cccc(c23)C1=O	-1	6	3	-4	-1.3	-14	-0.5	0	-9
O=C(O)c1ccc(N/N=C/c2ccc3c(c2)OCO3)cc1	-5	6	-2	-4	0.2	11	2.8	1	0
COc1cc(C2CC(=O)N3CN(c4ccccc4C)CSC3=C2C#N)cc(OC)c1OC (stereo not drawn)	.	.	2	-20	0.1	-7	-0.5	3	.
COc1ccc(S(=O)(=O)CCc2nnc(NC(C)=O)s2)cc1	-8	13	-1	3	0.6	6	1.1	6	-13
Cc1cc(Br)ccc1NC(=O)CN(C)C(=O)CN1C(=O)NC2(CCCC2)C1=O	-8	-8	1	-19	0.5	0	-0.4	5	11
Cc1ccc2nc3sc(C(=O)N4CCCc5ccccc54)c(N)c3cc2c1	-1	0	-9	-21	6.1	26	6.1	16	11
COc1ccc(/C=N/N=C/c2ccc(OC)c(OC)c2)cc1OC	-1	2	-10	-6	0.2	11	-0.7	6	5
CCCCC(=O)OCC(=O)N1N=C(c2c[nH]c3ccccc23)C(O)C1c1ccc(OC)cc1 (stereo not drawn)	-3	0	0	-4	3.4	15	0.7	4	2
COc1ccc(CN2CCCC(C(=O)N3CCCCC3)C2)cc1OC (stereo not drawn)	-10	8	-10	-9	0.6	-4	-0.4	3	-12
COC(=O)[C@@]12CCCCN1[C@H](c1ccc(-c3ccccc3)cc1)[C@H]1C(=O)N(C)C(=O)[C@H]12	-5	2	-7	-21	-0.1	-12	0.2	-1	-4
Cc1cccc(NC(=O)Nc2ccc3c(c2)OCO3)n1	-6	12	0	-7	-0.6	-11	-1.4	3	-3
CC(C)NC(=O)CC(=O)N/N=C\c1ccccc1C(=O)O	-5	10	-3	1	1.0	8	0.8	1	-6
O=C(NS(=O)(=O)c1ccc2c(c1)OCCO2)c1ccccc1	-1	0	-6	0	1.6	9	-0.1	16	-6
C/C(=N/NC(=O)c1ccc2c(c1)OCO2)c1cccc(NC(=O)C(C)(C)C)c1	-3	5	-7	-8	0.1	-32	0.2	3	-5
Further results:
SMILES	CHRM1 agonist	M1 PAM	OXTR potentiate	CHO parental Ca	V1R ag counter	TAAR1 antag	OXTR ag	TAAR1 ag	M1 antag
NC(N)=N/N=C/c1cccc(Cl)c1Cl	-2	7	-10	-10	5.3	17	6.1	42*	5
Nc1nc(SCC(=O)Nc2cc(C(F)(F)F)ccc2N2CCOCC2)n[nH]1	-5	-1	-3	-6	-0.2	-12	0.4	0	20
CC1CC(C)CN(C(=O)c2cc3c(s2)CCC3)C1 (stereo not drawn)	-4	6	-15	-19	-1.1	-15	-2.6	26	-9
CCOC(CCc1c(C)nc(NC(C)=O)[nH]c1=O)OCC	0	15	.	.	.	1	.	0	-12
CSCC[C@H](NC(=O)Nc1ccccc1C)C(=O)O	-3	9	-1	-4	1.3	-11	0.2	2	-11
CN(CC(=O)Nc1nc2ccc(F)cc2s1)S(=O)(=O)c1ccc(Cl)cc1	-1	-1	-14	7	6.8	17	9.2	9	16
CCN(CC)C(=O)C1CCCN(Cc2cccc(F)c2)C1 (stereo not drawn)	-5	11	7	-5	4.2	0	0.4	0	-9
CS(=O)(=O)c1ccc(NS(=O)(=O)c2ccc(Cl)c(C(=O)NC3=NCCS3)c2)cc1	2	10	1	3	1.6	0	1.5	2	1
Cc1nc2nc3c(c(=O)n2[nH]1)CCC3	-3	2	2	7	0.4	0	1.6	4	2
O=C(Nc1ccnn1C1CCN(C/C=C/c2ccccc2)CC1)c1ccccc1Cl	-3	0	-12	-13	2.1	6	0.9	1	3
CC(=O)c1ccc(N2CCC(c3cc(-c4ccc(Cl)cc4)n[nH]3)CC2)c([N+](=O)[O-])c1	-5	-8	-6	43*	3.9	.	3.4	.	11
CCN(CC)c1cc2nonc2c2nonc12	-11	-4	4	-10	-0.8	-12	-2.4	-3	4
C/C(CS(=O)(=O)c1ccc(Cl)c(Cl)c1)=N/NC(N)=S	-3	2	-19	2	0.3	1	0.3	2	-3
Cc1nn(CC(=O)NCc2cccs2)c(=O)c2nn(-c3ccccc3)c(C)c12	-4	5	-2	4	0.0	-7	-2.0	0	-2
NC(=NCCc1c[nH]c2ccccc12)NS(=O)(=O)c1ccc(F)cc1	-3	6	-4	2	0.3	10	-0.5	4	-1
COc1ccc(-c2cc(=O)oc3cc(OCC(=O)NCC(O)c4ccccc4)ccc23)cc1 (stereo not drawn)	0	6	-7	-11	0.8	-8	2.0	0	-13
CCOC(=O)N1CCN(C(=O)CCSCCc2ccncc2)CC1	-2	6	-16	-11	2.8	-7	2.1	6	3
COc1cccc(C(=O)Nc2ccc3nc(N4CCN(c5ncccn5)CC4)cc(C)c3c2)c1OC	.	.	-6	-3	-1.0	.	-1.1	.	.
Cc1ccc(S(=O)(=O)N2CCOCC2)cc1NC(=O)COC(=O)CCC(=O)c1cccs1	-3	2	-3	-4	0.3	-11	-0.8	2	3
COc1ccc(N(CC(=O)Nc2c(C)n(C)n(-c3ccccc3)c2=O)S(=O)(=O)c2ccc(F)cc2)cc1	-7	-2	-2	-1	0.2	-8	-0.2	1	-3
CC(=O)N1CCN(S(=O)(=O)c2cccc(C(=O)NC3CCCC(C)C3C)c2)CC1 (stereo not drawn)	-1	-1	.	.	.	-21	.	0	1
COc1ccc(C(=O)Nc2cccc(N(C)S(C)(=O)=O)c2)cc1OC	4	6	1	-16	1.6	2	1.5	6	-12
O=C(c1ccc([N+](=O)[O-])o1)N1CCc2ccccc2C1	-7	8	-17	0	-1.1	-14	-1.2	1	-12
Cc1ccc(C(=O)NCc2ccc3c(c2)CCO3)cc1C	-4	6	-8	-20	-0.9	-7	-1.5	2	-12
COC(=O)C1CCCCN1C(=O)CCc1nnc(CCc2c[nH]c3ccccc23)o1 (stereo not drawn)	-8	-1	-13	-1	1.8	2	1.4	1	2
(listing goes on)
SMILES	CHRM1 agonist	M1 PAM	OXTR potentiate	CHO parental Ca	V1R ag counter	TAAR1 antag	OXTR ag	TAAR1 ag	M1 antag
C=CCN(CC=C)S(=O)(=O)c1ccc(NC(=S)NC(=O)/C=C/c2ccc(C)cc2)cc1	-3	-5	-13	36*	0.2	-7	-1.1	1	9
COc1ccc2c(c1)OC[C@H]1[C@H]2N2C(=O)CN(Cc3ccc(C)cc3)C(=O)[C@@]2(C)[C@H]1c1ccccc1	-2	-1	-5	-25	1.4	8	0.5	2	-3
CC1Sc2ccc(C(=O)Nc3ccc(S(=O)(=O)N(C)C)cc3)cc2NC1=O (stereo not drawn)	-2	0	1	-8	2.1	36	0.6	14	2
CC(C)(C)C(=O)OCc1cn(-c2ccc(Cl)cc2)nn1	-5	1	0	-2	-0.9	0	-1.9	7	-5
COc1cc(C=O)ccc1OCCCCOc1ccccc1[N+](=O)[O-]	-4	-4	-2	-17	2.0	21	0.2	6	6
CCc1ccc(NC(=O)C2CCN(S(=O)(=O)c3c(C)noc3/C=C/N(C)C)CC2)cc1	-1	4	-11	3	1.4	3	-0.4	1	-1
COc1ccccc1-c1cc(NC=O)c2ncc(-c3cccc(C(C)=O)c3)n2c1	0	5	.	.	.	50*	.	16	-2
COc1ccc(Cn2cnc3sccc3c2=O)cc1	-1	4	-6	-6	-0.2	-2	-0.8	0	-5
O=C(c1ccccc1)N1CCCC(C(=O)N2CCc3ccccc3C2)C1 (stereo not drawn)	-6	8	-1	-12	0.8	17	1.6	1	-3
CCOC(=O)c1ccccc1NC(=O)c1ccc(NS(C)(=O)=O)cc1	-8	0	0	-18	3.5	17	2.2	10	1
CCOC(=O)c1ccc(-c2ccc(/C=N/NC(=O)CN(c3cccc(C)c3)S(C)(=O)=O)o2)cc1	-11	8	-1	-4	0.7	3	-0.9	5	-2

Part of the list above in order of molar mass, descending:
SMILES	CHRM1 agonist	M1 PAM	OXTR potentiate	CHO parental Ca	V1R ag counter	TAAR1 antag	OXTR ag	TAAR1 ag	M1 antag
Cc1ccc2nc3sc(C(=O)N4CCCc5ccccc54)c(N)c3cc2c1	-1	0	-9	-21	6.1	26	6.1	16	11
CCOC(=O)c1ccccc1NC(=O)c1ccc(NS(C)(=O)=O)cc1	-8	0	0	-18	3.5	17	2.2	10	1
CC(C)NC(=O)CC(=O)N/N=C\c1ccccc1C(=O)O	-5	10	-3	1	1.0	8	0.8	1	-6
